Source: PubChem BioAssay
HCV core dimer: blocks dimerization of HCV core protein. inhibition, % at 5 µM. 0.33% of 300,000 active. TR-FRET GST/Flag-core106 dimerization, 1536-well;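 active means inhibition above the mean of all tested compounds plus 3 SD, set per screening campaign, cut at about 45% in these data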
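Assay system: tagged HCV core106 pair (GST and Flag); medium: KF-containing HEPES buffer, pH 7.45, DTT, CHAPS, BSA; also added: Eu donor and XL665 acceptor anti-tag antibodies; dosing: 5 µM single dose; timing: compound-protein-antibody incubation 4 h at 22.5 °C; signal: TR-FRET 671 and 617 nm emission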
JMJD2C inh: human JMJD2C demethylase inhibition. Q9H3R0. GST-JMJD2C(1-420) H3K9me3 demethylation, DELFIA europium. inhibition, % at 2.35 µM. 0.069% of 330,000 active. AID 2099;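 active means more than half of a compound's replicate wells show inhibition beyond 50%, single wells judged on their own value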;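 further: signal counts dimethyl H3K9 product captured on neutravidin plate; 0% = median of DMSO wells and 100% = 0.3 times that DMSO median; strong numbers were not always called active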
PP1 counter: counter-screen for PP5 inhibitors: inhibitors of human PP1-alpha; purified PP1alpha, OMFP fluorescence; inhibition, % at 6.7 µM; 0.9% of 320,000 active; P62136;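 active means inhibition above the mean inhibition of all tested compounds plus 3 SD, computed separately for each screening campaign, cut at about 15% in these data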
PP5 primary: PP5 (human) phosphatase inhibition. purified PP5c, OMFP substrate fluorescence. AID 1987. inhibition, % at 6.7 µM. P53041. 0.18% of 320,000 active;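 active means inhibition above the campaign's mean inhibition across all tested compounds plus 3 SD, cut at about 9.5% in these data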;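 further: 0% = DMSO only and 100% = 100 µM cantharidin control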
Target sequence (P53041 whole entry, looked up): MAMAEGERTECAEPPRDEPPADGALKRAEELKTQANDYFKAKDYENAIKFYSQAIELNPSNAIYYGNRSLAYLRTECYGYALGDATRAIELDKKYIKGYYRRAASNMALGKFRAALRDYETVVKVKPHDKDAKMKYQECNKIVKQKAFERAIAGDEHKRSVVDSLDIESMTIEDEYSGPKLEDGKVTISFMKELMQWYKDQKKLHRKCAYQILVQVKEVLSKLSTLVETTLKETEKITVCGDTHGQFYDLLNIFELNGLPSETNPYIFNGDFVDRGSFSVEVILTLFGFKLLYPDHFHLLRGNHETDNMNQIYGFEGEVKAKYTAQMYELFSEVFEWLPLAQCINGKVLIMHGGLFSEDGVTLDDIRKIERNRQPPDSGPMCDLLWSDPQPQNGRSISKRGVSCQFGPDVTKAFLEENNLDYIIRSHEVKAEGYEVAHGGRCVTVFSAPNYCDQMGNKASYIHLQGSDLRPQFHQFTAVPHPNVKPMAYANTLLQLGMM
Fh CTSL1 inh: blocks F. hepatica cathepsin L1 in PFM18AAP counter-screen | recombinant F. hepatica cathepsin L1, Z-Leu-Arg-MCA fluorescence | inhibition, % at 5.96 µM | 0.49% of 300,000 active;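 active means inhibition above the mean of all tested compounds plus 3 SD, set per screening campaign, cut at about 17% in these data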;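 further: 0% = plate median of test compound wells and 100% = 1 µM Z-Phe-Ala-diazomethylketone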
procasp7 counter: counter-screen: procaspase-7 (human) activation; P55210; 0.093% of 330,000 active; activation, % at 8.5 µM; recombinant procaspase-7, Ac-DEVD-pNA absorbance 405 nm; D23A/D198A/D206A triple mutant, cannot self-cleave; scale: DMSO 0, 5 µM enzyme 100;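 active means percent activation above the screen-wide mean plus 3 SD, cut at about 25% in these data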
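System: Uncleavable procaspase-7 mutant enzyme; Amount: 2 µM procaspase-7 mutant as dispensed; Schedule: 1 h compound preincubation, 2 h substrate cleavage, 25 °C; Measured by: 405 nm absorbance of p-nitroaniline; Evaluation: percent activation from buffer-corrected 0–120 min absorbance change; Control set: low DMSO alone, high DMSO plus 5 µM PC-7.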
Efflux pump mplx: inhibitors of Candida antifungal efflux pumps expressed in yeast; S. cerevisiae Candida pump triplex, Nile Red efflux; inhibition, % at 10 µM; 0.44% of 330,000 active;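 active means plate passing quality check with inhibition over a set limit, or well fluorescence over plate mean plus 4 SD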;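 further: Nile Red retained in pooled yeast measured as flow cytometry median fluorescence; 0% = buffer negative control and 100% = Enniatin B positive control; higher means more Nile Red kept so more efflux inhibition; some compounds called inactive have numbers as strong as hits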
procasp3 activ: activators of human procaspase-3; P42574; recombinant procaspase-3 D3A, Ac-DEVD-pNA absorbance 405 nm; activation, % at 8.5 µM; 0.11% of 330,000 active; AID 463141;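 active means activation above the mean of all tested compounds plus 3 SD, cut at about 21% in these data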;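 further: 0% = DMSO alone and 100% = DMSO wells spiked with extra 5 µM PC-3 D3A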
Target sequence (P42574 whole entry D9A/D28A/D175A): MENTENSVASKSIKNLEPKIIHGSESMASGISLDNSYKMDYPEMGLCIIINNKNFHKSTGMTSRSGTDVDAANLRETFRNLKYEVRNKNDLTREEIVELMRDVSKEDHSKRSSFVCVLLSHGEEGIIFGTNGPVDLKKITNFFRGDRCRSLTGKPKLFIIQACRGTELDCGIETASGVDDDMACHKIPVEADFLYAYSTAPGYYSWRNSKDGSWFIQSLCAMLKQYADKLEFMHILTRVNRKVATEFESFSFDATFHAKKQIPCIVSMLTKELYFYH
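Assay system – Procaspase-3 D3A mutant, all three cleavage aspartates alanine · Controls – DMSO-only low control, 5 µM PC-3 D3A high control · Schedule – 1 h compound preincubation, 2 h substrate hydrolysis at 25 °C · Signal – 405 nm absorbance of p-nitroaniline, reads at 0 and 120 min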
TPT1 inhibitor: blocks Candida albicans tRNA 2'-phosphotransferase; recombinant caTPT1, FP RNA substrate dephosphorylation; inhibition, % at 5 µM; 0.81% of 300,000 active; AID 1962;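 active means inhibition above the mean of all tested compounds plus 3 SD, set per screening campaign, cut at about 24% in these data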;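 further: plate controls were DMSO alone for no effect and ferristatin control at 100 nM for full effect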
* = called active by the depositor; x = not tested or not shown; & = joins results of further samples. Not a hit list; about 2.9% have a hit in one of these screens.

Results follow in this order: HCV core dimer, JMJD2C inh, PP1 counter, PP5 primary, Fh CTSL1 inh, procasp7 counter, Efflux pump mplx, procasp3 activ, TPT1 inhibitor
CCNC(=O)C1CC(=O)N(Cc2ccc(F)cc2)C(=Nc2ccc(OC)cc2)S1 (configuration not stated)
    -5.6, -0.5, -2.1, 3.8, -1.4, 3.6, 0.0, 12.3, 2.9
NCCNC(=O)c1ncsc1-c1cccc(F)c1
    -0.8, 11.0, 0.4, -0.1, -1.1, -14.3, 0.0, 4.2, -2.2
COc1cc(OC)cc(C(=O)N2CCN(c3ccc(N4CCOCC4)nn3)CC2)c1
    -3.7, -188.3, -3.4, 2.4, -0.3, 9.1, 0.1, -0.1, 2.0
COC(=O)c1cc(NC(=O)c2ccc(C)cc2)c(=O)oc1C
    -0.2, 3.7, -3.6, 0.7, 3.2, 2.6, 0.2, -8.6, -2.0
CCC(C(=O)NCC1CCCO1)n1nc(C)c2sc3ccccc3c2c1=O (configuration not stated)
    -11.6, 0.5, -2.2, -1.1, 5.3, 5.7, 0.1, -7.9, -3.5
O=C(Nc1ccc2c(c1)OCO2)N1CCC(CO)(CC2CCCCO2)CC1 (configuration not stated)
    -7.4, -9.5, -7.3, 0.3, 6.4, -36.5, 0.0, -17.1, 3.6
COc1ccccc1/C=C/C1C(C(=O)OCC(C)C)=C(C)N=C2SCCC(=O)N21 (configuration not stated)
    2.5, 12.0, 0.9, 1.3, 9.4, -2.8, 0.3, 2.7, -0.8
CCOC(=O)N1CCC(NCCNC(=O)c2ccc(F)c(F)c2)CC1
    x, -5.2, 1.8, 1.4, x, -0.7, -0.5, 4.5, x
CCCNC(=O)C1CCN(S(=O)(=O)c2ccc3[nH]c(=O)ccc3c2)CC1
    -4.8, 0.7, 0.2, -3.6, 2.6, -0.4, 0.1, -10.6, 7.2
Cc1ccc(CNC(=O)CCC2CCCN(Cc3cccc4ncccc34)C2)o1 (configuration not stated)
    3.3, -10.3, -1.2, 0.5, 0.1, 3.4, 0.1, -1.1, -2.9
O=[N+]([O-])c1cccc(-n2nnnc2CN2CCCC2)c1
    -0.5, 7.2, -1.9, 0.2, -0.5, -0.9, 0.0, -3.0, -1.8
CCS(=O)(=O)N1CCN(S(=O)(=O)c2ccc(F)cc2)CC1
    -5.3, 2.7, -5.0, -7.5, 9.1, -5.0, -0.1, -1.8, -5.0
C#CCNC(=O)C1=C[C@@H](c2ccc(Br)cc2)[C@H](CCCO)[C@@H](OCC)O1
    -23.9, 24.3, 3.8, 3.3, 0.8, 2.3, 0.0, 3.3, -4.6
NS(=O)(=O)c1ccc(CCNC(=O)CSc2nc3ccsc3c(=O)n2C2CC2)cc1
    1.0, 2.2, -1.4, 0.6, -3.8, 2.6, 0.0, 12.3, -1.2
CC(=O)Nc1ccc2c(c1)N(C(C)=O)c1ccccc1CC2
    -6.5, -0.9, -2.5, -0.2, 7.4, 2.4, 0.0, -5.1, -7.5
CCN(Cc1ccccc1)C(c1cccs1)c1nnnn1C1CCCCC1 (configuration not stated)
    5.8, 6.3, 1.1, -3.3, 1.0, -0.1, 0.1, -13.8, -0.8
COc1ccc(OCC(=O)N/N=C/c2ccsc2)cc1
    -0.7, -1.4, 3.0, -2.2, -3.3, 1.4, 0.0, 9.0, 1.1
CCN1CCN(CCNC(=O)c2ccc(CS(=O)c3ccc(Br)cc3)o2)CC1 (configuration not stated)
    -2.2, 2.0, 2.7, -1.1, 1.7, -9.0, 0.0, 2.5, -1.8
O=C(COc1ccc(S(=O)(=O)NC2CCCC2)cc1)N1CCCCCC1
    -1.9, 2.0, -4.1, -1.1, -2.2, -2.8, 0.0, 3.3, 1.0
COc1ccc(S(=O)(=O)N2CCCCC2)cc1N(C)S(=O)(=O)c1ccccc1
    8.0, -2.4, 0.9, -0.5, -1.7, -0.9, -0.3, -4.9, 5.3
COCCn1c(Cc2ccccc2)nnc1SCC(=O)Nc1ccccc1
    -2.6, -9.2, 4.3, -4.5, -0.8, -4.8, 1.2, -7.3, 9.3
COc1c(O)ccc(C2NC(=O)NC(C)=C2C(=O)Nc2ccccc2C)c1[N+](=O)[O-] (configuration not stated)
    -2.5, -3.6, 0.0, -0.3, -2.9, 0.8, -0.1, 1.1, -2.5
COc1cc2cc3c(N)c(C(=O)NCc4ccco4)sc3nc2cc1OC
    -36.5, 4.8, 1.1, 3.0, 2.9, -6.1, -0.1, -14.2, 11.5
N#C/C(=C\c1ccc(OCc2ccccc2)cc1)C(N)=O
    -8.0, -14.2, 4.6, -3.2, 2.7, -2.9, 0.3, -8.8, 2.8
CCCCC(=O)NC(c1ccc(Cl)cc1)c1ccc2cccnc2c1O (configuration not stated)
    1.3, -2.1, 32.5*, 4.0, 9.2, -7.4, -0.2, -1.4, -0.2
Cc1cc(C)cc(NC(=S)NC(=O)C2CC2)c1
    4.6, -4.8, 2.8, -1.7, -1.7, -8.0, -0.2, -10.1, 0.1
c1ccc(-c2oc3ncnc(NCCN4CCOCC4)c3c2-c2ccccc2)cc1
    0.1, -20.1&3.9, 3.1, 4.0, 0.1, 8.6, 0.1, 4.0, 0.1
CN(C(=O)CN1C(=O)S/C(=C\c2ccccc2F)C1=O)C1CCS(=O)(=O)C1 (configuration not stated)
    2.2, 31.9, -4.7, -3.6, -3.8, -0.5, -0.1, 7.5, -0.5
O=c1c(C=Nc2ccc(Cl)cc2)c[nH]n1-c1cccc(Cl)n1
    -8.4, 1.5, -7.7, 3.5, -1.4, 7.0, -0.1, 3.7, 1.3
CCOc1ccc(Nc2nc(N)c([N+](=O)[O-])c(N3CCN(CC)CC3)n2)cc1
    -15.6, -1.5, -0.3, 3.2, -2.9, -4.0, 0.1, 4.3, -3.2
Cc1cccn2c(=O)nc(SCC(=O)NC3CCCC3)nc12
    -4.0, -4.3, -1.9, -1.1, -2.5, 9.6, -0.1, 6.0, -1.2
N#CCCCCN1c2cccc3cccc(c23)S1(=O)=O
    -1.2, 49.5, 1.2, 3.4, -1.9, 7.7, 0.0, 1.2, -0.6
COc1cccc(C(=O)Nc2cccc(SC)c2)c1
    1.7, 2.9, -3.2, 2.5, -4.8, 13.6, 0.1, -1.5, -5.0
CCOC(=O)C(=O)Nc1ccccc1C(=O)Nc1ccc(OC)cc1
    -2.9, -0.9, -4.1, 2.1, -1.7, -0.7, -0.1, -3.1, 4.0
C/C(CC(=O)Nc1cccc2c1CCCC2)=N\NC=O
    -13.3, 1.5, 2.3, 2.1, -2.8, 7.3, 0.2, 1.9, -0.5
Cc1nc2c(-c3ccc(F)cc3)c(C)nn2c(C)c1CCC(=O)N1CCN(c2ccccc2)CC1
    -1.2, -2.4, -1.0, 1.6, 2.3, 1.7, -0.2, 0.0, -3.8
O=C(CSc1nnc(-c2cccnc2)n1-c1ccccc1)Nc1ccc2c(c1)OCO2
    -3.5, 4.3, -3.8, 1.4, -1.2, 6.9, 0.1, -1.2, 1.9
O=S(=O)(Nc1cccc(-c2ccc(N3CCCCCC3)nn2)c1)c1ccccc1F
    -0.2, -12.7, 1.1, 0.5, 0.1, 7.9, 0.4, -0.1, 3.5
Cc1sc2nc(C(C)C)nc(SCC(=O)N3CCN(C(=O)c4ccco4)CC3)c2c1C
    5.0, -8.5&2.6, -1.3, 1.0, 3.0, 8.9, -0.1, 4.8, -0.2
O=C(CNS(=O)(=O)c1ccccc1)OCC(=O)c1c[nH]c2ccccc12
    x, x, 4.5, 1.7, x, 4.6, -0.1, -7.3, x
O=C(CNc1cccc(S(=O)(=O)N2CCOCC2)c1)N1CCc2ccccc21
    -2.0, -5.2, -8.7, 2.1, -0.6, -4.6, -0.1, -0.6, 3.9
COC(=O)CSc1nnc(-c2cccnc2)n1-c1cc(OC)cc(OC)c1
    1.7, 4.5, -5.4, -0.4, -3.8, 6.9, 0.1, 10.4, -1.5
O=C(CC1SCCNC1=O)Nc1cccc(Cl)c1 (configuration not stated)
    -0.5, 4.1, 1.1, -1.0, -4.6, 5.1, -0.1, 8.8, 0.4
COc1cccc(CNC(=O)CCC2CCCN(C(=O)c3cccc4c(C)c(C)[nH]c34)C2)c1 (configuration not stated)
    0.8, -10.0, -3.6, 1.9, -8.5, 8.9, 0.7, 5.9, 1.5
Cc1n[nH]c(C)c1S(=O)(=O)N1CCCC(C(=O)Nc2nccs2)C1 (configuration not stated)
    -5.2, 5.8, -1.7, 2.7, 0.0, -3.1, 0.0, 2.8, 0.6
Cc1ccc(C)c(NC(=O)CN(C)C(=O)CCN2C(=O)c3ccccc3C2=O)c1
    -6.7, 0.5, -0.3, 1.8, 1.6, -5.1, 0.0, 3.8, 1.4
C/C(=N\Nc1cccc(C(=O)O)c1)c1cc2ccccc2o1
    -10.9, 24.8, 1.1, -0.8, -2.1, -2.2, -0.1, 0.1, 3.5
CN(C)c1ccc(NC(=O)c2ccncc2)c2ccccc12
    -5.5, -17.6, 0.7, 1.3, 1.3, 3.0, 0.3, -14.5, 6.3
COC(=O)C1C2C=CC3(CN(c4ccc(Cl)c(F)c4)C(=O)C13)O2 (configuration not stated)
    -0.9, 2.3, -6.9, 1.4, 0.6, 3.6, 0.1, -6.4, -3.2

Reformatted bar-delimited: part of the list above.
SMILES | HCV core dimer | JMJD2C inh | PP1 counter | PP5 primary | Fh CTSL1 inh | procasp7 counter | Efflux pump mplx | procasp3 activ | TPT1 inhibitor
Cc1n[nH]c(C)c1S(=O)(=O)N1CCCC(C(=O)Nc2nccs2)C1 (configuration not stated) | -5.2 | 5.8 | -1.7 | 2.7 | 0.0 | -3.1 | 0.0 | 2.8 | 0.6
Cc1ccc(C)c(NC(=O)CN(C)C(=O)CCN2C(=O)c3ccccc3C2=O)c1 | -6.7 | 0.5 | -0.3 | 1.8 | 1.6 | -5.1 | 0.0 | 3.8 | 1.4
